Screens from PubChem BioAssay.
DAX1 inh-1: inhibitors of DAX1 repression of SF-1 activated StAR promoter. 370,000 tested, 1.1% active. inhibition, % at 6.8 µM. AID 652010. HEK293T StAR-luciferase reporter, SF-1/DAX-1 repression relief;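 active means inhibition above the mean over all tested compounds plus 3 SD, cut at about 3.6% in these data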;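 further: 0% = DAX-1 cells with DMSO and 100% = cells lacking DAX-1 with DMSO; higher inhibition means more luminescence from relief of DAX-1 repression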
SMARCA2 act: activators of SMARCA2 function; MG213 cells, MMTV-luciferase reporter, dexamethasone, overnight; activation, % at 9.1 µM; 370,000 tested, 1% active; AID 652017; in the data active means activation above about 7.8%;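 further: 0% = vehicle wells and 100% = reference activator wells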
sPLA2-III inh: Blocks human group III sPLA2 activity; Q9NZ20; QFRET BODIPY PC-A2 liposome hydrolysis, fluorescence; inhibition, % at 12.2 µM; 370,000 tested, 0.56% active; AID 743126;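 active means inhibition above mean plus 3 SD of compounds lying within the high and low control bounds, cut at about 19% in these data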;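 further: 0% = median of test compound wells and 100% = no enzyme DMSO wells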
DAX1 inh-2: inhibitors of human orphan nuclear receptor DAX1 (NR0B1). HEK293 Gal4-DAX1 luciferase reporter, luminescence. inhibition, % at 6.75 µM. 340,000 tested, 0.99% active. AID 504766;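 active means inhibition above the mean over all tested compounds plus 3 SD, cut at about 4.2% in these data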;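 further: 0% = DAX1-transfected cells with DMSO and 100% = empty-vector control cells with DMSO; inhibition shows as a rise in luminescence from relieved DAX1 repression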
Target sequence (P51843 207-470 limits assumed): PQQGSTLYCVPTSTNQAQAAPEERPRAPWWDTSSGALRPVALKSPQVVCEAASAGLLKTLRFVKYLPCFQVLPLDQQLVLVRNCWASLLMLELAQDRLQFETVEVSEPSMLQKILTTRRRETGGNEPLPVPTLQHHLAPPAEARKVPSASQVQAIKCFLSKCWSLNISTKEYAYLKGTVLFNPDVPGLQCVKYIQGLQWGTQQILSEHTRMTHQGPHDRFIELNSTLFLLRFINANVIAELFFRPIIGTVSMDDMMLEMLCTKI
Rev-erbA mod: modulates human Rev-erb alpha binding to DNA | 370,000 tested, 0.79% active | AID 1259318 | Rev-erbα–FITC-DNA binding, fluorescence polarization, 90 min | P20393 | activity, % at 10 µM;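 active means activity above about 14%, limit read from the data; passing the limit was not always enough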;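 further: 0% = DMSO wells with 35 nM protein and 100% = DMSO wells with 750 nM protein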
Target sequence (P20393 whole entry, looked up): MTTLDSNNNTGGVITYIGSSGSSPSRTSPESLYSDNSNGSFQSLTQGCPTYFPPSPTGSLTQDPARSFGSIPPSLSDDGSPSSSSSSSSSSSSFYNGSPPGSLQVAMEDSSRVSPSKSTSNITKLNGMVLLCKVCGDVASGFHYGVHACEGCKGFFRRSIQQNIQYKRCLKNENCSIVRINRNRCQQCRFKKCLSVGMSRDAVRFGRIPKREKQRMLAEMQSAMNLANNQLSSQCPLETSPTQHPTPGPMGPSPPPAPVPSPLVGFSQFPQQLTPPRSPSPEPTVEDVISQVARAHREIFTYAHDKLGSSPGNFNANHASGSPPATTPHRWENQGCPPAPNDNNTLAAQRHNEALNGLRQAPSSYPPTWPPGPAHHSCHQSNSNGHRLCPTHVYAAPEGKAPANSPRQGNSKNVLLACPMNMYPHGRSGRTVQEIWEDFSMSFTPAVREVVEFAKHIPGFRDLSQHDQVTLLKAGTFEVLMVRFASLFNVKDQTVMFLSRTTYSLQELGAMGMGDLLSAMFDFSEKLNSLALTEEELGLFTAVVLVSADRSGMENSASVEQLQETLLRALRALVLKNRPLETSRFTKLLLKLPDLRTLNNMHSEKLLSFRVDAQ
hgDAF-12 ag: hgDAF-12 agonism, primary luciferase screen; activation, % at 6.8 µM; 370,000 tested, 1.8% active; AID 687014; HEK293 GAL4-hgDAF12 UAS-luciferase reporter, agonist luminescence; normalized to butyrate control;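 active means activation above a cutoff set at the mean of all screened compounds plus 3 SD, cut at about 10% in these data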;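 further: 0% = DMSO wells and 100% = sodium butyrate wells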
ssDAF12 agonist: activators of S. stercoralis DAF-12 nuclear receptor. HEK293 ssDAF-12/GRIP1 lit1-tk-luc reporter, luminescence; % of 3 µM dafachronic acid response. activation, % at 6.8 µM. 370,000 tested, 1% active. AID 652126;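 active means activation above the mean over all tested compounds plus 3 SD, cut at about 0.9% in these data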;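 further: 0% = DMSO-only wells and 100% = 3 µM delta7-dafachronic acid wells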
FXN GAA850 act: activators of GAA850 frataxin (FXN) promoter; AID 540364; HEK293 lucGAA850 FXN promoter luciferase reporter, 24 h; percent of 10 µM SAHA response; activation, % at 6 µM; 360,000 tested, 0.56% active;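 active means activation above the average of all compounds screened plus 3 SD, cutoff fixed separately per campaign, cut at about 7.5% in these data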;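 further: 0% = DMSO wells and 100% = 10 µM SAHA wells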
hcDAF12 agonist: activators of H. contortus DAF-12 nuclear receptor | activation, % at 6.8 µM | 370,000 tested, 1.4% active | HEK293 hcDAF-12 lit1-tk-luc reporter, luminescence; 0% DMSO, 100% Δ7-dafachronic acid | AID 652067;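 active means activation above the mean of all tested compounds plus 3 SD, cut at about 5.5% in these data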;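 further: 100% = response to 3 µM Δ7-dafachronic acid high control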
PLCb3 inh: blocks human PLC-beta3 enzyme activity. 370,000 tested, 0.18% active. inhibition, % at 12.2 µM. Purified PLC-beta3, fluorogenic substrate, fluorescence; in the data active means inhibition above about 11%;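 further: 0% = median of compound wells on plate and 100% = full blocker control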
PG9 Ab binder: PG9 antibody binding by small molecule. TR-FRET gp120-PG9 antibody binding. inhibition, % at 6.7 µM. 360,000 tested, 0.43% active; in the data active means inhibition above about 8.5%
Active calls of the source: *; nt = not tested or not shown. An unsorted share of the library; overall some 7% were active at least once.

Structure	DAX1 inh-1	SMARCA2 act	sPLA2-III inh	DAX1 inh-2	Rev-erbA mod	hgDAF-12 ag	ssDAF12 agonist	FXN GAA850 act	hcDAF12 agonist	PLCb3 inh	PG9 Ab binder
O=C(N/N=C/c1ccc2c(c1)OCO2)C(=O)Nc1ccccc1	0.3	0	-2	2.1	-4	0.0	-1.1	2.4	0.9	-6	-0.4
Oc1ccccc1CN1CCCC(N2CCN(c3cccc(C(F)(F)F)c3)CC2)C1 (stereo not given)	-0.1	-4	4	-0.4	-2	2.7	-0.9	-0.1	-1.1	-2	0.6
N#Cc1c(SCC(=O)N2CCCCC2)nsc1SCC(=O)N1CCCCC1	-0.6	-3	9	0.2	-1	-1.1	-1.2	1.2	-2.0	5	-4.2
CCc1ccccc1N(CC(=O)N1CCCCCC1)S(C)(=O)=O	-0.3	0	4	0.8	-4	2.8	-1.3	0.2	0.9	-5	-0.4
COc1cc(C)c(C(C)C)cc1S(=O)(=O)NCCCn1ccnc1	-0.2	-1	-28	0.0	4	-1.0	-1.1	-0.1	0.1	3	-1.0
O=C(OCCCN1CCCC1)C1(c2ccccc2)CCCC1	-0.2	-3	2	2.2	-7	-1.0	-1.3	-1.0	-0.1	2	-1.0
C/C(=N\NC(=O)c1nnn(-c2nonc2N)c1CSc1ccccc1)c1ccco1	-0.4	-2	5	1.0	-6	-1.7	-1.2	-2.2	-0.3	-10	-4.4
COC(=O)c1ccc(C(=O)OC)c(NC(=O)CSc2nnc(-c3ccccc3Cl)o2)c1	-0.5	0	-3	1.8	19	0.9	-1.3	-0.5	-1.1	-2	0.3
O=C(O)CNC(=O)/C(=C/c1cccc([N+](=O)[O-])c1)NC(=O)c1ccco1	0.0	1	2	-1.7	7	-0.3	-1.2	-3.4	-0.4	-3	-3.3
CCc1ccc(S(=O)(=O)Nc2cccc(-c3ccc4nnc(C)n4n3)c2)s1	-1.1	2	-5	-1.2	-5	2.4	-1.0	1.8	-1.8	0	0.0
CCOc1cccc(C2/C(=C(/O)c3ccc4c(c3)CC(C)O4)C(=O)C(=O)N2Cc2ccncc2)c1 (stereo not given)	2.1	2	-5	0.3	1	2.0	-0.6	-0.5	-0.2	-12	2.6
Cc1ccc(S(=O)(=O)N2CCC(=O)N([C@H](COCc3cccc(Cl)c3)C(C)C)CC2)cc1	0.4	-4	-4	nt	8	2.4	-0.5	nt	-1.2	-2	-0.2
O=C(c1cc(Cl)ccc1F)N1CCCC(Nc2ccc3c(c2)OCCO3)C1 (stereo not given)	-0.7	-2	11	-0.5	0	-1.8	-0.8	-1.9	-1.6	-5	-0.5
Cc1cc(C)n(-c2ccc(C(=O)Nc3cccnc3)cc2)n1	0.3	6	0	2.3	6	-1.0	-0.2	-0.7	-0.7	-3	-2.2
O=C(Nc1cccc(S(=O)(=O)N2CCCCC2)c1)C1CC1	0.5	-3	6	-1.1	3	-0.5	-0.9	-0.7	-1.6	-7	2.7
Cc1ccc2[nH]c(C(=O)O)c(NC(=O)[C@@H]3C[C@@H]3c3ccccc3)c2c1	-0.2	5	-43	0.7	-1	2.2	2.5*	-0.5	3.3	-2	-0.8
N#CCCN(C(=O)Nc1ccc(Cl)c(Cl)c1)c1ccccc1	-0.3	0	3	0.0	5	3.8	-1.3	2.2	-3.8	1	0.0
O=C(NCc1ccc2c(c1)OCO2)Nc1ccc(F)cc1	2.1	7	-5	1.3	-4	5.6	-0.7	2.0	0.6	-5	-0.1
COC(=O)c1sccc1NC(=O)Nc1cc(OC)ccc1OC	-2.8	-1	2	-0.5	4	1.6	-1.1	-1.7	-0.1	-4	-1.4
CCn1c(SCc2cccc(C(=O)O)c2)nnc1-c1ccccc1	0.6	-2	2	-0.1	2	-0.1	-1.4	-2.1	-0.7	0	1.2
CC1CCCN(S(=O)(=O)c2cc(Cl)ccc2Cl)C1 (stereo not given)	1.0	-3	-1	0.0	4	1.9	-1.2	1.1	-0.6	2	-0.2
COc1ccccc1N1CCN(Cc2cc(=O)c(OCC#N)co2)CC1	-0.4	-5	3	-0.3	10	-0.3	-1.2	-2.0	-0.9	-7	0.3
C=CCn1c(-c2ccccc2[N+](=O)[O-])n[nH]c1=S	-0.7	-4	1	0.4	-2	0.6	-1.4	1.3	-0.6	0	-0.4
O=C(COC(=O)c1cc(Br)ccc1Cl)NC1CC1	-0.7	-1	8	-0.7	-2	-2.4	-1.3	1.3	-2.8	1	-0.5
COCC(C)NC(=O)c1ccccc1OC(C)=O (stereo not given)	0.6	-4	8	-1.0	3	-1.2	-0.1	2.5	-0.9	-8	-0.4
COC(=O)c1c[nH]c2c1-c1cc(C(=O)OCc3ccccc3)n(S(=O)(=O)c3ccc(C)cc3)c1C(=O)C2=O	0.6	1	3	-0.7	-28	-2.4	-0.4	-1.2	2.0	4	0.3
COc1ccc(-n2c(SC(CN3CCCCC3)CN3CCCC3=O)nc3ccccc3c2=O)cc1 (stereo not given)	-1.1	-1	-6	-0.6	-3	-0.8	-1.2	-1.1	-0.9	7	0.2
COCCNC(=O)CN(C(=O)CCC(=O)Nc1ccccn1)c1ccc(C)c(C)c1	-0.2	0	0	2.8	2	-0.4	-1.3	-1.7	-1.4	-4	-1.3
CCOc1ccc(NC(=O)CN2CCN(CC(=O)Nc3ccc(F)c(F)c3)CC2)cc1	-0.8	2	-4	-0.7	-4	-1.1	-1.1	1.4	-0.8	2	0.2
Cc1ccc(S(=O)(=O)N2CCN(C(=O)c3cccs3)CC2)cc1	-0.4	-4	4	0.3	3	-2.3	-0.5	2.9	-2.5	1	-1.0
CC1CCCN(c2ccc(C(=O)NCC3CCCO3)cn2)C1 (stereo not given)	0.8	2	-3	1.0	-4	8.8	-1.2	3.3	1.6	-2	-2.2
CCN1C(=Nc2ccc(Cl)cc2)SC/C1=C\C(=O)OC	-0.6	0	1	0.3	-4	1.4	-1.5	4.5	0.6	3	-3.2
O=C(Cn1ccc2ccccc2c1=O)NCCC(=O)Nc1cccnc1	-0.9	1	5	0.8	3	1.8	-1.1	-0.2	-1.4	1	0.6
O=C(c1ccccc1)N(c1ccccc1)c1nccc2ccccc12	-1.0	1	-3	-1.1	-1	0.3	0.0	-1.0	-0.3	-1	-2.2
O=C(CSc1ccc2nnc(-c3ccc(F)cc3)n2n1)NCc1ccco1	-0.4	-2	-3	-1.1	-1	-1.8	-0.9	0.3	-2.2	-86	-0.3
C#CCNC(=O)C[C@@H]1C[C@@]2(C(=O)OCC)CCCC=C2N(Cc2ccccc2)C1=O	-1.3	1	-2	nt	5	-2.0	-0.5	nt	-0.8	7	-2.0
Cc1ccc(C)n1-c1ccsc1C(=O)CC#N	1.0	-3	7	0.8	6	2.3	-0.1	1.0	2.8	-19	2.2
COC(=O)/N=C/c1c(NCc2ccccc2)nc2c(C)cccn2c1=O	-0.8	2	-3	-0.5	7	-1.7	-0.3	6.1	-0.8	-71	-2.7
Cc1cccc(C(=O)N2CCN(c3ccccn3)CC2)c1	-0.1	-1	-6	-0.4	2	-1.4	-1.3	0.1	-1.6	-1	0.1
COc1ccccc1Cn1c(=S)[nH]c2cc(C(=O)NCCN3CCOCC3)ccc2c1=O	-0.5	-3	12	0.8	-6	-1.8	-1.1	-2.2	0.1	1	-0.3

3 entries out of the list, ordered by count of non-hydrogen atoms, smallest number first:
Structure	DAX1 inh-1	SMARCA2 act	sPLA2-III inh	DAX1 inh-2	Rev-erbA mod	hgDAF-12 ag	ssDAF12 agonist	FXN GAA850 act	hcDAF12 agonist	PLCb3 inh	PG9 Ab binder
COc1cc(C)c(C(C)C)cc1S(=O)(=O)NCCCn1ccnc1	-0.2	-1	-28	0.0	4	-1.0	-1.1	-0.1	0.1	3	-1.0
Cc1ccc2[nH]c(C(=O)O)c(NC(=O)[C@@H]3C[C@@H]3c3ccccc3)c2c1	-0.2	5	-43	0.7	-1	2.2	2.5*	-0.5	3.3	-2	-0.8
CCOc1ccc(NC(=O)CN2CCN(CC(=O)Nc3ccc(F)c(F)c3)CC2)cc1	-0.8	2	-4	-0.7	-4	-1.1	-1.1	1.4	-0.8	2	0.2

Next results follow.
Structure	DAX1 inh-1	SMARCA2 act	sPLA2-III inh	DAX1 inh-2	Rev-erbA mod	hgDAF-12 ag	ssDAF12 agonist	FXN GAA850 act	hcDAF12 agonist	PLCb3 inh	PG9 Ab binder
CC(NS(=O)(=O)c1ccc(F)cc1)C(c1cccs1)N1CCN(C)CC1 (stereo not given)	0.9	-2	-10	-0.1	-1	-0.4	-0.8	3.3	-0.1	4	-2.1
Cc1ccc(-n2c(O)c(C=Nc3ccccc3-c3n[nH]c(=S)[nH]c3=O)c3ccccc3c2=O)c(C)c1	-1.0	1	0	-0.1	1	-1.6	-0.7	-1.1	-0.2	-68	1.9
CCc1ccc(OCCSc2nc3ccccc3n2CCC(=O)O)cc1	-0.5	-2	-2	-0.1	3	-1.5	-1.4	-0.3	-1.8	-3	-0.7
Cc1ccc2cc3c(NC(=O)C(C)C)nn(C)c3nc2c1	0.0	-4	16	0.1	-2	-1.5	-1.5	-2.5	-0.2	-341	-8.0
Cc1ccccc1OCC1CNC(=O)O1 (stereo not given)	-0.6	2	0	0.1	3	-2.2	-1.4	0.5	0.2	1	-3.6
CCn1c(SCC(=O)NC2=NCCS2)nnc1C(C)NC(=O)c1ccccc1F (stereo not given)	-0.5	-3	11	0.7	6	0.2	-0.9	2.4	1.5	-6	-2.5
CC1CC(C)CN(c2ncnc3c2cnn3C)C1 (stereo not given)	-0.4	0	1	-0.6	-1	3.2	-0.6	2.9	3.6	-3	1.5
O=C(COc1cccc2cccnc12)N/N=C/c1ccccc1O	-0.5	-4	8	-3.4	-14	-1.1	-0.3	-3.4	-0.7	-19	-0.6
